RMI-FANCM inh: disruptors of RMI1/RMI2 association with MM2 peptide – biochemical, fluorescence polarization, human, primary screen | FP signal (polarization) at 33 µM | 0.58% of 70,000 active | RMI core complex with F-MM2 peptide; stronger effect = lower value; in the data active = FP signal below about 40; also: inactives centre near 61; strong numbers were not always called active; unit not given here
* marks the source's active call; other numbers are inactive results; & = joins results of further samples. An excerpt. The share of hits here may be higher or lower than overall.

SMILES | RMI-FANCM inh
O=C(Cc1ccc(Cl)cc1)Nc1ccc2c(c1)CN(C(=O)C1CC1)CC2 | 69
Cc1cccc(-c2noc(-c3cc(-c4ccco4)n[nH]3)n2)c1 | 94
O=C(/C=C/c1ccc([N+](=O)[O-])cc1)Nc1cccc2c1C(=O)NC2=O | 65
O=C(c1cncc(-c2cccs2)c1)N1CCN(C2c3ccccc3-c3ccccc32)CC1 | 90
O=C(NCCN1CCN(c2ccccc2)CC1)C(=O)Nc1ccc(C(F)(F)F)cc1 | 65
Cc1ccc(NC(=O)CSc2nccn3nc(-c4cccc5ccccc45)cc23)c(Cl)c1 | 79
Cc1ccc(Cl)c2sc(N3CCN(C(=O)c4ccccc4F)CC3)nc12 | 54
NC(=O)C1CCN(C(=O)CCc2csc(NC(=O)c3ccc(=O)[nH]c3)n2)CC1 | 62
COc1cccc2c1c(NC(=O)c1cc(C)on1)nn2C | 55
Cc1ccc(Nc2nc(C(=O)Nc3cccnc3)cs2)c(C)c1 | 62
CCOc1ccc(N2CCn3c2nnc(C(=O)NCc2cccnc2)c3=O)cc1 | 56
Cn1c(=O)c2c(SCc3ccccc3F)nc(-c3ccco3)nc2n(C)c1=O | 87
O=C1CCc2cc(NS(=O)(=O)c3ccc4c(c3)OCCO4)ccc2N1 | 57
COc1ccc(-c2cc(-c3ccccc3)nc3sc(C(=O)Nc4nsc(-c5ccccc5)n4)c(N)c23)cc1OC | 128
CN(CC1CCCO1)S(=O)(=O)c1ccc(C(=O)Nc2ccccc2F)cc1 (configuration not stated) | 69
Cn1ccc(C(=O)Nc2ccc(S(C)(=O)=O)cc2)n1 | 69
O=C(CN1C(=O)c2ccccc2C1=O)Nc1cccnc1 | 62
CC(C)(C)c1ccc(-n2cccc2)c([N+](=O)[O-])c1 | 48
CCN(CC)S(=O)(=O)c1c(C)nn(C(=O)COc2ccc(C)cc2C)c1C | 56
CCOC(=O)C1CCN(c2ccccc2CN2CCCc3cc(C)ccc32)CC1 | 58
NC[C@@H]1O[C@H](O[C@@H]2[C@@H](CO)OC(O[C@@H]3[C@@H](O)[C@H](N)C[C@H](N)[C@H]3O[C@H]3O[C@H](CO)[C@@H](O)[C@H](O)[C@H]3N)[C@@H]2O)[C@H](N)[C@@H](O)[C@@H]1O (some centres not stated) | 58
O=C(Nc1nnc(C2=COCCO2)o1)C1CCN(S(=O)(=O)c2cccs2)CC1 | 53
Cc1ccc(OCCCC(=O)Nc2ccc(N3CCOCC3)cc2)c(C)c1 | 66
CC(C)c1cc(C(C)C)c(C(C)C)c([N+](=O)[O-])c1N | 56
CCOC(=O)c1[nH]c(C)c(/C(C)=N\O)c1C | 60
Cc1cccc(COC(=O)c2nnn(-c3ccc(C)c(F)c3)c2C)c1 | 64
CS(=O)(=O)NCCS(=O)(=O)N1CCN(c2ccccc2F)CC1 | 60
COCCCNC(=S)NNC(=O)c1cc(OC)c(OC)c(OC)c1[N+](=O)[O-] | 54
CC(C)(C)CC(C)(C)c1ccc(O)c(Cc2ccc(Cl)cc2Cl)c1 | 52
Cc1cccc(CC(=O)NCCNC(=O)c2ccc(NC(=O)C3CC3)cc2)c1 | 72
Cc1ccc(-c2csc3nc(SCC(=O)Nc4ccccc4C(F)(F)F)n(-c4ccccc4)c(=O)c23)o1 | 87
Cc1cc(NC(=O)c2cccs2)n(-c2nc3c(cnn3-c3ccc(C)c(C)c3)c(=O)[nH]2)n1 | 64
O=S(=O)(c1cccnc1)N1CCN(c2ccc3nnc(C4CC4)n3n2)CC1 | 64
COC(=O)c1cc(=O)c(O)c2c(O)c(O)ccc2c1 | 58
COc1ccccc1Cn1c(=S)[nH]c2cc(C(=O)N3CCCCC3)ccc2c1=O | 58
CCOc1nc(N)nc(NC)n1 | 54
Cn1cnc2c(=O)[nH]cc([N+](=O)[O-])c21 | 62
CCOC(=O)c1c(S(=O)(=O)Nc2ccc(Cl)cc2)c(C)n(-c2ccccc2)c1C | 56
c1cc(CSC2=NCCS2)nc(CSC2=NCCS2)c1 | 55
Clc1cc(Cl)c(-c2sc(Cl)cc2Cl)s1 | 55
CCOc1cn(C)c(C(=O)Nc2ccc(Cl)c(Cl)c2)cc1=O | 61
Cc1nc2sccn2c(=O)c1NC(=O)CSCc1ccccc1 | 56
O=C(Nc1ccc(-c2ccc3nnc(-c4ccncc4)n3n2)cc1)c1cccc([N+](=O)[O-])c1 | 69
Cc1oc(C(C)(C)C)cc1C(=O)Nc1ccccc1 | 55
CCCCN1C(=O)c2cccc3c(NC(=O)c4cc5ccccc5oc4=O)ccc1c23 | 75
O=C(NCCNC(=O)c1ccccc1Cl)c1ccc(NC(=O)c2ccc(F)cc2)cc1 | 108
Cc1ccc(Cl)cc1S(=O)(=O)Nc1ccc2c(c1)OCC(C)(C)C(=O)N2 | 63
O=C(c1c[nH]c(=O)n(-c2ccc(F)cc2)c1=O)N1CCc2ccccc21 | 61
O=C(CC1CCCC1)NCc1cc(-c2cccs2)on1 | 55
COc1ccc(NC(=O)Cc2c(OC)ccc3cc(Br)ccc23)c(OC)c1 | 58
Later entries:
SMILES | RMI-FANCM inh
Cc1cc(C)c(C)c(S(=O)(=O)NCc2ccc(C(=O)N3CCCCC3)cc2)c1C | 75
CCOC(=O)c1cc(-c2csc(COc3ccccc3)n2)on1 | 51
O=C(CC1CCCCN1S(=O)(=O)c1cccs1)Nc1ccccc1 (configuration not stated) | 69
COC(=O)c1cc(C)ccc1NC(=O)C1(C)Cc2ccccc2C(=O)O1 (configuration not stated) | 64
CS(=O)(=O)Oc1c(-c2ccccc2)oc2ccccc2c1=O | 49
COc1ccc(C(=O)CSc2nnc(CSCc3cccc4ccccc34)n2-c2ccccc2)cc1 | 57
COc1ccc(NS(=O)(=O)c2ccc(N)cc2)nn1 | 65&15&56
COc1ccc(CCNC(=O)Cn2nc(-c3cc(C)ccc3C)ccc2=O)cc1OC | 55
O=C(Nn1cnc2c(cnn2-c2ccc(F)cc2)c1=O)c1ccc(-c2ccccc2)cc1 | 75
Cc1nc2sccc2c(=S)[nH]1 | 68
COc1ccc(-c2cc3c(SCC(=O)NCc4ccc(Cl)cc4)nccn3n2)cc1 | 85
Cc1nc2sc(C)c(C)n2c(=O)c1NC(=O)CC1CCCCC1 | 65
Cc1cccc(NC(=O)CSc2nnc(Cn3c(=O)sc4ccccc43)n2C)c1 | 59
CCOc1ccc2nc(NC(=O)Cc3ccc(S(=O)(=O)C(C)C)cc3)sc2c1 | 67
CC(=O)CSc1nnc(-c2ccco2)n1-c1ccccc1 | 59
COc1cc(C(C)=O)ccc1OCC(=O)NCCOc1ccc(F)cc1 | 61
Cc1c(-c2ccccc2)nnn1-c1ccccc1Oc1ccc(Cl)cc1Cl | 55
CC(C)c1ccc(NC(=O)CC2NCCNC2=O)cc1 (configuration not stated) | 59
COc1ccccc1/C=C/C(=O)Nc1nc(C)c(C)s1 | 66
Cc1cccc(NC(=O)C(=O)NCC(c2cccc3ccccc23)N2CCCC2)c1C (configuration not stated) | 62
COc1ccc(S(=O)(=O)Nc2ccc3c(c2)OCC(C)(C)C(=O)N3C)c(C)c1 | 65
CC(C)NC(=O)c1ccoc1COc1ccccc1 | 61
CSc1ccsc1C1=NC(C)(C)CO1 | 49
Fc1ccccc1Nc1ncnc2scc(-c3ccc(Br)cc3)c12 | 84
Oc1ccc(Cl)cc1C=NCc1cccs1 | 44
COC(=O)N1CCN(c2ccc(C)c(C)c2)CC1 | 62
NC(=O)C1CCN(Cc2nc(-c3cccs3)no2)CC1 | 58
Cn1cc(C(=O)c2ccc(Cl)cc2)cc1/C=C(\C#N)C(=O)c1ccco1 | 46
CCCCC(CC)CNC(CC(=O)Nc1cccc(Cl)c1C)C(=O)O (configuration not stated) | 52
CCOC(=O)C1CCN(C(=S)Nc2cccc(C)c2)CC1 | 55
CC(=O)Nc1ccc(S(=O)(=O)Nc2cccnc2Oc2ccc(C)c3c2CCC3)cc1Cl | 57
Cc1cc(C)c(S(=O)(=O)N2CCCCC2CCNC(=O)C(=O)NCc2cccnc2)c(C)c1 (configuration not stated) | 54
O=C(CSc1ccc(-c2cccc([N+](=O)[O-])c2)nn1)Nc1nc2ccccc2s1 | 54
COc1ccc(N2CCn3c(SCC(=O)NCc4ccc(F)cc4)nnc32)cc1 | 59
CCc1nnc(NC(=O)CSc2nnc(NC(=O)c3cccc([N+](=O)[O-])c3C)s2)s1 | 67
COc1cc(C(=O)NN2C(=O)c3ccccc3C2=O)cc(OC)c1OC | 61
Cc1c(C(=O)O/N=C(/N)c2cccc(C(F)(F)F)c2)sc2nc(-c3ccc(Cl)cc3)nn12 | 56
Cc1cc(S(=O)(=O)N2CCN(c3ccc(-c4ccccc4C)nn3)CC2)ccc1F | 85
CC(=O)NC1=NC(=O)CS1 | 55
O=C(Nc1cc2c3c(c1)CCN3C(=O)CC2)c1ccccc1F | 56
COc1ccc(N2CCN(c3ncnc4c3cnn4CCNC(=O)c3sc(C)nc3C)CC2)cc1 | 62
CC(C(=O)NNS(=O)(=O)c1cccc(C(F)(F)F)c1)n1nnc(N2CCOCC2)n1 (configuration not stated) | 66
C/C(=N\NC(=O)CSc1nc2ccccc2[nH]1)c1cccs1 | 56
O=C(CSc1ccc(NC(=O)c2cccs2)nn1)NCC1CCCO1 (configuration not stated) | 68
COc1ccccc1NC(=O)CNS(=O)(=O)c1ccc(C(C)(C)C)cc1 | 67
Cc1ccc(S(=O)(=O)NCc2ccccn2)c(C)c1C | 61
NC(CCCCC(=O)O)C(=O)O (configuration not stated) | 52
CCOC(=O)C(NCc1ccccn1)(NC(=O)c1ccccc1Cl)C(F)(F)F (configuration not stated) | 54
Cc1cc(NC(=O)c2c(O)c3cccc4c3n(c2=O)CCC4)n(-c2ccccc2)n1 | 54
Cc1nc2ccc3nc(NC(=O)C4CCCN(S(=O)(=O)c5ccc(Cl)s5)C4)sc3c2s1 (configuration not stated) | 69
More entries follow:
SMILES | RMI-FANCM inh
NC(=O)c1oc2ccccc2c1NC(=O)CCCl | 53
Cc1cc(NC(=O)CCN2C(=O)/C(=C3\SC(=S)N(CCC(=O)Nc4cc(C)on4)C3=O)SC2=S)no1 | 21*
O=C(c1ccc(OCc2ccc3ccccc3n2)cc1)N1CCN(c2ccccn2)CC1 | 62
CCOC(=O)N1CCN(C(=O)CSc2ccc3nnc(-c4cccs4)n3n2)CC1 | 60
Cc1cc(NC(=O)Cc2ccc(Cl)cc2)n(-c2nc(-c3cccs3)cs2)n1 | 84
Cc1ccc(N2CCCS2(=O)=O)cc1NS(=O)(=O)c1ccc(Br)cc1 | 61
O=C(CCc1csc(NS(=O)(=O)c2ccc(F)cc2)n1)Nc1ccc(OC(F)(F)F)cc1 | 63
O=C(Nc1ccccc1)Nc1ccc(-n2ccc(C(F)(F)F)n2)cc1 | 57
CC(C)(C)c1ccc(C(=O)NCC2CCN(Cc3ccco3)CC2)cc1 | 79
COc1ccc(NC(=O)Nc2ccc(CN3CCN(c4ccccn4)CC3)cc2)cc1 | 65
CCOC(=O)c1cnn(-c2ccccc2)c1N | 69
COc1ccc(NC(=O)CSc2ncc(S(=O)(=O)c3ccc(C)cc3C)c(=O)[nH]2)cc1Cl | 63
CCOC(=O)c1c(-c2ccc(Cl)cc2)csc1NC(=O)c1cccs1 | 72
Cc1ccc(CNC(=O)Cn2c(C)nc3c(sc4cccc(F)c43)c2=O)cc1 | 124
CCOc1ccc(-c2noc(C3CCCN(S(=O)(=O)c4cccs4)C3)n2)cc1 (configuration not stated) | 80
CCOC(=O)c1ccc(NC(=O)CC2SC(N)=NC2=O)cc1 (configuration not stated) | 62
O=C(Nc1cccc(C(F)(F)F)c1)Nc1ccc2nonc2c1 | 52
C/C(=C\c1ccc(C(=O)O)cc1)c1ccc2c(c1)C(C)(C)CCC2(C)C | 56
O=C(O)c1cccc2c1-c1ccc(I)cc1C2 | 54
COc1ccc(CC(=O)Nc2nnc(-c3ccc(Br)s3)o2)cc1 | 68
O=C(CSc1ncccc1C(=O)O)Nc1cccc(C(F)(F)F)c1 | 65
N#CC1(NC2CCCCC2)CCCCC1 | 56
CCC(=O)NCCC1=CCCCC1 | 67
CC(C)N1CCc2c(sc(NC(=O)c3ccc(S(=O)(=O)N4CCCCCC4)cc3)c2-c2nc3ccccc3s2)C1 | 3
Cc1nc(Cc2ccc([N+](=O)[O-])cc2)no1 | 49
COCCN1CCC(CNC(=O)c2ccccc2Cl)CC1 | 71

High-throughput results: PubChem BioAssay, Small Molecule Screening Facility, UW Madison
